Assay outcomes deposited in PubChem BioAssay by several laboratories.
N-glyco inh = increase of ERlucT glycosylation luciferase signal, primary screen, N-linked glycosylation inhibitor project, D54 ERlucT cells, luminescence, set 2. D54 ERlucT glycosylation luciferase reporter, 24 h; percent of 100 nM tunicamycin response. AID 588692, 2011. reporter increase, % at 12.5 µM. hit rate 0.23% among 360,000;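 active means mean luciferase reporter signal, scaled so untreated is 0 and the glycosylation-blocking control 100, at or above a set limit in every replicate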;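 further: luciferase carries N-glycosylation sites so blocking glycosylation raises the light; 0% = median of neutral control wells and 100% = median of 100 nM tunicamycin wells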
PDI inh = inhibitors of human PDI, primary screen, biochemical, turbidity, single point, plate reader | Protein disulfide-isomerase (Homo sapiens), P07237 | PDI insulin aggregation turbidity, A650, 90 min | inhibition, % at 10 µM | hit rate 0.052% among 350,000 | AID 588391, 2011;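 active means mean inhibition across replicates of 30% or more, whatever share of single replicates reach that level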;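 further: absorbance from insulin aggregation driven by PDI reduction with DTT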
Cardio protect = cardioprotection against H2O2-induced cell death, primary screen, uHTS, H9c2 cells, ATPLite luminescence. H9c2 cardiomyocytes, H2O2 injury protection, 2 h. protection from H2O2 cell death, % at 20 µM. hit rate 0.63% among 360,000. AID 588492, 2011;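 active means compounds giving at least 50% protection of heart cells from peroxide-induced death in the single-dose screen, raw or plate-pattern-corrected value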;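 further: 0% = DMSO wells with peroxide and 100% = DMSO wells without peroxide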
MC4R ag barr = MC4R agonists recruiting beta-arrestin, primary screen, cell-based, luminescence, agonist arm of biased-ligand search; Melanocortin receptor 4 (Homo sapiens), P32245; U2OS MC4R beta-arrestin complementation; percent of melanotan II response, DMSO zero; activation, % at 8.9 µM; hit rate 0.98% among 360,000; AID 540308, 2011;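 active means activation above a per-plate cutoff, the mean activation of sample wells on that plate plus 3 SD, cut at about 8% in these data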
Target sequence (P32245 whole entry, looked up): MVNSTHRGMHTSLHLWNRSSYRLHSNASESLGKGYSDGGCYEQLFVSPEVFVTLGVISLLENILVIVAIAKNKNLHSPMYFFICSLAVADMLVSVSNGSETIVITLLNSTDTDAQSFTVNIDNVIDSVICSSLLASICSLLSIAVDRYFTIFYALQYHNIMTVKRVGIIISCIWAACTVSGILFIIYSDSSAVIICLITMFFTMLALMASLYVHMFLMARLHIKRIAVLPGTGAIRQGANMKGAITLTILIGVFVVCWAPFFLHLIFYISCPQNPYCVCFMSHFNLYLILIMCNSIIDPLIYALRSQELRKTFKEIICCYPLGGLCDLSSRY
aDG glyco up = activators of alpha-DG glycosylation, primary screen, uHTS, Pro5-aDG cells, AlphaScreen; activation, % at 10 µM; alpha-DG glycosylation AlphaScreen (IIH6); 0% Pro5, 100% B10-LARGE cell signal; hit rate 0.22% among 360,000;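 active means activation of at least 8% versus controls, or a plate z-score of at least 8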;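 further: Pro5 are CHO cells carrying HIG-tagged alpha-DG that lacks glycosylation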
MC4R antagonist = MC4R antagonists of cAMP signaling, primary screen, cell-based, TR-FRET, antagonist arm of biased-ligand search | Melanocortin receptor 4 (Homo sapiens), P32245 | MC4R-expressing cells, MTII-stimulated cAMP, LANCE TR-FRET | inhibition, % at 6.5 µM | hit rate 0.48% among 360,000 | AID 540295, 2011;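 active means inhibition above its plate's cutoff, the mean of tested wells on that plate plus 3 SD, cut at about 29% in these data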;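 further: 0% = Melanotan II alone and 100% = Melanotan II plus saturating MCL0020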
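System: U2OS cells stably expressing human melanocortin 4 receptor (MC4R). Reagent: Melanotan II challenge after compound preincubation. Doses: 6.5 µM. Times: 30-min compound, 1-h challenge, 1-h detection, room temperature. Measured by: TR-FRET with Eu-cAMP and labeled anti-cAMP, 671 nm. Replicates: singlicate.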
ABCB6 inh 2 = ABCB6 transporter inhibitors, primary screen, K562-ABCB6 cells, flow cytometry, MLPCN library. K562-ABCB6 porphyrin accumulation, 1 h; active compounds read low. fluorescence ratio to DMSO, % at 10 µM. hit rate 0.19% among 360,000;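 active means fluorescence ratio to DMSO below 75%, the collection mean minus 3 SD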;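 further: signal is porphyrin accumulated inside mitochondria; 100% equals median channel fluorescence of DMSO control wells; lower ratio means ABCB6 inhibition with less porphyrin fluorescence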
Vif imaging = HIV Vif self-association inhibitors, primary screen, imaging, HEK293T, single point; inhibition, % at 7.49 µM; HEK293T cells, Vif self-association by quenched fluorescence, 24 h; hit rate 0.35% among 340,000; in the data active means inhibition above about 50%, passing the limit was not always enough; further: some results filed as inactive read as strong as hits
CaV13 FRET inh = Primary screen for inhibitors of IQ motif and Ca2+-dependent inactivation inhibitor domain binding in CACNA1D, Förster resonance energy transfer in living cells, …. hit rate 0.098% among 340,000. AID 743397. HEK cells, CFP/YFP FRET ICDI-IQ, plate reader, 10 min; percent FRET-ratio fall versus neutral wells. inhibition, % at 12.3 µM;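 active means mean replicate inhibition of at least 30% and at least 1% of replicates passing that level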;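 further: 0% = median of the neutral control wells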
m5-HT2A agonist = mouse Htr2a agonists via beta-arrestin recruitment, primary screen, cell-based, luminescence; CHO-K1 mHTR2A beta-arrestin complementation; percent of 30 µM serotonin response; activation, % at 7.6 µM; hit rate 0.66% among 360,000; AID 624169, 2012;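 active means activation above a run cutoff, the mean activation of all tested compounds plus 3 SD, cut at about 14% in these data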;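 further: 0% = plate median of compound wells and 100% = 30 µM serotonin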
Target sequence (P35363 whole entry, looked up): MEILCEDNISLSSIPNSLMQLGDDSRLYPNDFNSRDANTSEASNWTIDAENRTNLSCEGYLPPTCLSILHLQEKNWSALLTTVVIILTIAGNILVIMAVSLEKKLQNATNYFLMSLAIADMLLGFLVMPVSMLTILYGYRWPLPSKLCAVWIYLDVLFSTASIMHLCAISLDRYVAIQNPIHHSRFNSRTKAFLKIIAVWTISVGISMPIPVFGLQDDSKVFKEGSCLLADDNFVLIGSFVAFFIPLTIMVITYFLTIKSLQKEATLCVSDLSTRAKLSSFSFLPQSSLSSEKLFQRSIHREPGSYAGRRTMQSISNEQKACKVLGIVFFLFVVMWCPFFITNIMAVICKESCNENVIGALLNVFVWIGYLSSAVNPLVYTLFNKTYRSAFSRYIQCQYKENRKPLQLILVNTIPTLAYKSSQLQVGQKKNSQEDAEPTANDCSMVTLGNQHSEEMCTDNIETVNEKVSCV
An asterisk follows results filed as active; / = not tested or not shown.

SMILES	N-glyco inh	PDI inh	Cardio protect	MC4R ag barr	aDG glyco up	MC4R antagonist	ABCB6 inh 2	Vif imaging	CaV13 FRET inh	m5-HT2A agonist
O=S(=O)(c1ccc(Cl)cc1)n1cccn1	0.6	-0.2	-3.9	-3.6	-0.1	9.7	95.0	5.1	2.4	-1.2
Cc1[nH]c2ccccc2c1/C=N/Nc1nc(Nc2ccc(F)cc2)nc(N2CCOCC2)n1	-3.1	9.3	8.1	0.3	0.2	13.6	94.0	6.7	0.1	-0.1
Cc1ccc(Cl)cc1NC(=O)[C@@H]1CCC(=O)N1C1OC(=O)c2ccccc21 (some centres not stated)	2.1	/	-1.6	-0.2	0.2	16.9	102.0	3.0	/	-1.2
COc1cc2[nH]c(=S)nc(NCc3ccc(Cl)cc3)c2cc1OC	1.2	2.3	-5.6	0.9	-0.1	7.7	102.0	-9.7	-12.4	-12.4
O=[N+]([O-])c1c(NCCCO)cc(N2CCCCCC2)c2nonc12	0.4	1.5	-6.9	-3.2	-0.1	10.6	96.0	-3.1	-21.1	-4.2
Cc1ccc(NC(=S)N2C3CCCC2CC(NC(=O)C2CC2)C3)cc1C (configuration not stated)	-1.8	-4.6	-1.4	-0.4	-0.2	14.7	99.0	3.2	-3.7	-2.0
CCc1ccc(NC(=O)CSc2nnc(Cn3c(=O)sc4ccccc43)n2C)cc1	2.3	/	-9.8	-1.4	0.2	-4.5	96.0	-2.3	-2.3	0.8
O=C(CCCN1C(=O)CCC1=O)Nc1ccc2c(c1)OCO2	2.4	2.1	11.7	0.2	-0.2	9.3	95.0	17.9	1.6	-4.3
O=C(COC(=O)c1ccc2c(c1)C(=O)N(CCc1ccccc1)C2=O)Nc1ccc(OC(F)F)cc1	1.4	-4.8	-1.5	13.1*	0.1	11.3	102.0	1.5	-4.7	-1.2
Cc1ccc(-c2csc(C(O)c3ccc(F)cc3)n2)cc1C (configuration not stated)	-0.5	-0.2	-14.3	7.5	0.2	0.5	91.0	-3.0	-6.9	-1.2
CCc1ccc(NC(=O)c2ccccc2SC)cc1	-0.3	-1.5	9.0	-2.5	0.1	-2.6	100.0	2.7	-6.1	-4.3
CC(CC(=O)O)n1nnc2ccccc21 (configuration not stated)	1.5	4.8	-0.4	-1.2	-0.1	11.1	94.0	-1.9	-4.8	1.3
N#Cc1c2c(c(NCCCN3CCOCC3)n3c1nc1ccccc13)CCC2	0.4	2.6	12.4	-0.3	0.0	-0.9	95.0	14.0	-8.4	-1.1
Cc1ccc(-c2cc(C(F)F)n3ncc(C(=O)N4CCCCC4c4cccnc4)c3n2)cc1 (configuration not stated)	0.3	1.7	11.3	-0.3	0.7	5.8	102.0	-14.9	-2.2	0.0
C[C@@H](C(=O)NCCc1c[nH]c2ccccc12)[C@H]1C[C@]1(C)[C@H](NC(=O)OCc1ccccc1)c1ccccc1	-4.5	0.9	8.0	-1.5	0.1	9.4	97.0	1.2	-10.4	-6.5
COc1ccc(CNCCSc2nnnn2C)c(OC)c1OC	0.4	4.9	-1.6	0.4	0.0	5.2	98.0	-1.5	2.9	-4.0
CCc1ccc(N=C2NC(=O)/C(=C/c3ccc(OCC(=O)O)c(OC)c3)S2)cc1	2.4	1.5	-9.5	-1.4	-0.2	0.5	98.0	8.2	-22.5	-0.9
Cc1ccc(CNC(=O)C2CCC(=O)N(CCc3ccc(Cl)cc3)C2)cc1 (configuration not stated)	-0.9	0.8	-4.6	0.9	0.0	3.6	97.0	-5.3	-5.3	4.0
COc1ccccc1CN(C)C(=O)C(NC(=O)Cc1cccc2ccccc12)C(C)C (configuration not stated)	-6.3	-9.1	-4.0	1.5	0.1	36.3*	96.0	10.9	-3.4	-0.6
CN(Cc1ccco1)C(=O)Cn1nc(-c2ccc(Cl)cc2)ccc1=O	-0.3	16.5	-7.2	0.5	-0.1	-0.2	98.0	-7.7	-2.7	-4.7
Cc1ccc2nc(NC(=O)CSc3nc(=O)n(CCCN(C)C)c4c3CCC4)sc2c1	-9.1	2.0	-24.1	-1.7	0.0	2.4	93.0	-0.6	-4.3	-8.8
NCCCC[C@@H]1NC(=O)[C@H](CCC(=O)O)NC(=O)c2cc([N+](=O)[O-])cc(I)c2OCC[C@@H](C(N)=O)NC1=O	2.6	-8.7	-1.7	-1.9	0.1	1.7	95.0	19.3	/	2.2
O=C(COC(=O)c1cc([N+](=O)[O-])ccc1N1CCCC1)Nc1ccccc1OC(F)F	-1.2	8.5	-1.1	-1.4	-0.1	-3.9	83.0	-2.6	-7.4	-4.5
CCOC(=O)c1cnc2c(C#N)c(C)nn2c1-c1ccccc1	-1.5	/	31.5	-1.4	-0.2	5.1	97.0	-6.0	-5.2	6.3
CC1CN(C(=O)c2cc(S(=O)(=O)N(C)c3ccc(F)cc3)ccc2Cl)CC(C)O1 (configuration not stated)	-0.6	6.5	-3.2	-2.6	0.0	10.2	98.0	-5.1	/	-2.7
O=C(NNC(=O)c1nc(Cl)ccc1Cl)c1ccc(F)cc1	1.6	-1.2	17.1	-0.9	-0.2	10.4	102.0	/	/	7.2
COc1ccc(C(C)=O)cc1CS(=O)(=O)CC(=O)O	0.5	-9.1	-2.8	-0.8	0.4	-9.6	101.0	5.5	-20.3	-0.2
CC(=O)Nc1cccc(-c2csc(C(C)(O)c3cccc(F)c3)n2)c1 (configuration not stated)	0.1	-2.0	-2.8	1.5	0.0	5.0	97.0	/	-6.7	2.3
CC(=O)C[C@H]1c2cc(C(F)(F)F)ccc2S(=O)(=O)N1c1ccccc1	3.5	2.9	-4.3	0.5	-0.2	4.9	98.0	-2.0	-10.6	-0.6
OC[C@@H](O)[C@@H](O)[C@H](O)[C@H](O)CO	1.0	-7.2	3.3	1.1	1.7	2.6	103.0	-3.0	-5.6	3.5
Cc1ccccc1N(CC(=O)NC1CCCCC1)C(=O)CCCC(=O)Nc1ccccn1	1.4	15.8	7.2	1.0	-0.1	10.6	96.0	-7.0	-3.5	2.2
O=C(CSc1n[nH]c(-c2ccncc2)n1)Nc1ccc(Cl)c(Cl)c1	0.2	1.1	-5.9	1.6	0.1	1.4	101.0	-42.1	-3.0	-5.9
CC(=O)NC(C)(c1ccccc1)c1nc(-c2cccc(C#N)c2)cs1 (configuration not stated)	-2.4	9.1	0.9	-0.2	-0.3	10.5	96.0	10.3	-5.0	-7.7
COc1ccc2nc(NN=C(C)c3ccccn3)cc(C)c2c1	-12.4	-0.7	-7.5	-2.6	-0.4	0.1	95.0	4.7	-7.1	-1.2
CC(C)n1c(SCC(=O)Nc2ccc(N3CCOCC3)cc2)nnc1-c1ccco1	2.7	-1.0	0.3	1.2	0.0	17.1	93.0	17.7	-4.1	-6.0
COc1ccc(CCNC(=S)Nc2cccc(C)c2)cc1	-1.6	-4.1	2.0	-1.0	0.3	1.2	100.0	0.1	/	-6.4
CCCCCNC(=O)Cc1ccc(OC)cc1	0.9	-4.9	10.8	-0.9	0.0	1.2	94.0	-3.6	/	-0.4
CCOc1ccccc1/C=N/Nc1ccccc1[N+](=O)[O-]	2.7	-2.7	-12.5	7.1	-0.6	-1.7	106.0	33.0	-3.4	3.5
O=C(COC(=O)/C=C/c1ccccc1)NC1CCCC1	0.6	6.1	-8.5	-2.4	0.1	12.1	97.0	14.9	-6.0	3.1
Cc1ccc(NC(C)c2cc(Cl)ccc2O)cc1 (configuration not stated)	-0.8	4.2	-3.6	5.7	0.1	5.1	102.0	-0.4	-3.3	-0.4
COc1ccc(C(=O)NCC(=O)NCC(c2ccco2)N(C)C)cc1OC (configuration not stated)	0.2	5.0	-1.1	-0.3	-0.2	18.3	106.0	-2.5	-5.3	-1.5
Cc1ccc(NC(=O)CCCc2nc3ccccc3c(=O)[nH]2)c(Cl)c1	4.5	-17.4	63.3*	-2.5	-0.1	3.6	98.0	-3.1	-5.0	2.6
O=C(NCC(c1cccs1)N1CCOCC1)c1ccccc1NS(=O)(=O)c1cccc([N+](=O)[O-])c1 (configuration not stated)	0.5	-1.2	-0.3	0.4	-0.1	15.4	92.0	0.0	-0.6	0.0
CC(C)(C)c1ccc(C(=O)NNC(=S)NCc2ccco2)cc1	-1.3	-1.6	-1.7	-1.0	0.0	4.7	102.0	-11.4	-3.9	-2.6
CN(C)S(=O)(=O)c1cccc(NC(=O)CSc2nncn2C)c1	0.5	5.1	1.8	0.4	0.0	-1.5	97.0	-0.1	-14.8	2.2
COc1ccc(-c2nnc(SCCC(=O)O)n2-c2ccccc2)cc1OC	1.9	2.4	-1.0	-0.7	0.0	7.0	108.0	-2.1	-7.3	-0.6
Clc1cccc(-c2cc3nc4c(c(N5CCOCC5)n3n2)CCCC4)c1	-8.4	11.6	2.0	0.2	-0.2	6.5	99.0	7.9	-7.5	4.0
COC(=O)C1=C(C)N(C)C(=O)NC1c1cc(Cl)c(O)c(OC)c1 (configuration not stated)	0.1	5.9	2.7	-1.2	0.2	2.4	96.0	13.1	-7.0	1.5
COc1ccc2nc3ccccc3nc2c1NC(=O)c1ccc(Br)cc1	8.2	-4.1	4.5	1.2	-0.1	2.6	108.0	6.9	-4.5	2.8
CCCC(=O)NC(c1ccccc1OC)c1ccc2cccnc2c1O (configuration not stated)	-9.1	7.6	33.5	-1.7	-0.4	-9.2	100.0	0.2	/	-3.3
COc1ccc(CC(CC(=O)O)C(=O)Nc2ccccc2)cc1 (configuration not stated)	2.1	-3.2	-1.3	-2.0	-0.1	1.5	99.0	-0.4	-5.4	0.0
Cc1ccc(NC(=O)C2COc3ccccc3O2)cc1S(=O)(=O)N1CCOCC1 (configuration not stated)	-3.0	-3.1	1.8	-1.2	0.3	-0.4	97.0	-4.7	-4.7	-6.7
Cc1ccc(S(=O)(=O)NC2CCCCC2)c2nsnc12	-1.9	-3.4	2.9	0.2	0.3	8.0	102.0	0.1	5.9	2.7

Results in MC4R antagonist, for two of the compounds above:
molecule | MC4R antagonist
CC(=O)NC(C)(c1ccccc1)c1nc(-c2cccc(C#N)c2)cs1 (configuration not stated) | 10.5
CCc1ccc(N=C2NC(=O)/C(=C/c3ccc(OCC(=O)O)c(OC)c3)S2)cc1 | 0.5
